From PubChem BioAssay
ABHD5 PLIN5 PPI: ABHD5-PLIN5 interaction inhibitors, primary screen, cell lysate, split luciferase complementation, luminescence. Perilipin-5 (Homo sapiens) + 1-acylglycerol-3-phosphate O-acyltransferase ABHD5 (Homo …. actives 0.78% (n = 360,000). inhibition, % at 4 µM. Split G. princeps luciferase complementation, 4 h;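 active means inhibition above the mean inhibition across every tested compound plus 3 SD, cut at about 22% in these data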;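 further: 0% = DMSO only wells and the 100% control is not disclosed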
TROY NFkB inh: inhibitors of TROY-driven NF-kB signaling, primary screen, Q293 LMP1-TROYcd cells, NF-kB luciferase, uHTS; AID 1347056, 2019; Q293 LMP1-TROYcd NF-kB luciferase reporter, 4 h; actives 0.98% (n = 360,000); inhibition, % at 10 µM;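 active means compounds whose plate-normalised and pattern-corrected inhibition of the luciferase reporter signal at the single screening dose is 50% or more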
NCOA3 inh: SRC3 coactivator transcriptional activity inhibitors, primary screen, cell-based, luminescence | Nuclear receptor coactivator 3 (Homo sapiens), Q9Y6Q9 | HEK293 GAL4-SRC3 luciferase reporter | inhibition, % at 3.6 µM | actives 0.17% (n = 360,000);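 active means inhibition above a per-campaign cutoff, the mean of all compounds plus 3 SD, cut at about 60% in these data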;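 further: 0% = DMSO-treated cells and 100% = gossypol-treated cells at 36 µM; higher means less SRC3-driven luciferase light from the GAL4 reporter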
Granule exo inh: LAMP-1 surface exposure blockers, TALL-104 cells – cell-based, flow cytometry, MLPCN library, primary screen; inhibition, % at 10 µM; AID 651702, 2012; TALL-104 LAMP-1 surface exposure; cells stimulated with thapsigargin and PMA; actives 0.66% (n = 360,000);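 active means inhibition above about 55%, limit read from the data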
TWEAK-Fn14 inh: inhibitors of TWEAK-Fn14 signaling, primary screen, luciferase reporter cells, uHTS; TWEAK-stimulated Fn14 reporter cells, luciferase luminescence, 8 h; inhibition, % at 10 µM; actives 2% (n = 360,000); in the data active means inhibition above about 50%
NCOA1 inh: SRC1 coactivator transcriptional activity inhibitors, primary screen, cell-based, luminescence. AID 588354, 2011. inhibition, % at 3.6 µM. Nuclear receptor coactivator 1 (Homo sapiens), Q15788. HEK293 GAL4-SRC1 luciferase reporter. actives 0.12% (n = 360,000);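 active means inhibition above the campaign mean plus 3 SD, with each screening campaign given its own cutoff, cut at about 60% in these data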;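 further: 0% = DMSO treated cells and 100% = gossypol at 36 µM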
NOD2-RIPK2 inh: NOD2-RIPK2 binding disruptors in cells, primary screen, fluorescence, CHO cells, BLA complementation. actives 0.38% (n = 360,000). inhibition, % at 4.98 µM. CCF4 ratio. AID 624267, 2012. Receptor-interacting serine/threonine-protein kinase 2 (Homo sapiens), O43353; in the data active means inhibition above about 21%;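 further: 0% = vehicle only and 100% = reference blocker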
TLR9-MyD88 inh: inhibitors of TLR9-MyD88 association in cells, primary screen, cell-based, CHO, BLA complementation, fluorescence. AID 504734, 2011. CCF4 FRET ratio. actives 0.21% (n = 340,000). inhibition, % at 4.98 µM. Toll-like receptor 9 (Homo sapiens) + Myeloid differentiation primary response protein …;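 active means inhibition above the mean over all tested compounds plus 3 SD, cut at about 21% in these data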;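 further: 0% = DMSO only wells and 100% = clavulanate BLA inhibitor control wells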
NCOA2 inhibitor: inhibition of GAL4-SRC2 driven luciferase reporter, primary screen, SRC2 inhibitor project, cell-based, luminescence; HEK293 GAL4-SRC2 luciferase reporter; actives 0.17% (n = 370,000); inhibition, % at 9 µM; Nuclear receptor coactivator 2 (Homo sapiens), Q15596;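 active means inhibition above the mean inhibition of all tested compounds plus 3 SD, set per campaign, cut at about 52% in these data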;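 further: 0% = DMSO treated cells and 100% = cells given Gossypol at 36 µM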
Target sequence (Q15596 whole entry, looked up, the tested form may be a part): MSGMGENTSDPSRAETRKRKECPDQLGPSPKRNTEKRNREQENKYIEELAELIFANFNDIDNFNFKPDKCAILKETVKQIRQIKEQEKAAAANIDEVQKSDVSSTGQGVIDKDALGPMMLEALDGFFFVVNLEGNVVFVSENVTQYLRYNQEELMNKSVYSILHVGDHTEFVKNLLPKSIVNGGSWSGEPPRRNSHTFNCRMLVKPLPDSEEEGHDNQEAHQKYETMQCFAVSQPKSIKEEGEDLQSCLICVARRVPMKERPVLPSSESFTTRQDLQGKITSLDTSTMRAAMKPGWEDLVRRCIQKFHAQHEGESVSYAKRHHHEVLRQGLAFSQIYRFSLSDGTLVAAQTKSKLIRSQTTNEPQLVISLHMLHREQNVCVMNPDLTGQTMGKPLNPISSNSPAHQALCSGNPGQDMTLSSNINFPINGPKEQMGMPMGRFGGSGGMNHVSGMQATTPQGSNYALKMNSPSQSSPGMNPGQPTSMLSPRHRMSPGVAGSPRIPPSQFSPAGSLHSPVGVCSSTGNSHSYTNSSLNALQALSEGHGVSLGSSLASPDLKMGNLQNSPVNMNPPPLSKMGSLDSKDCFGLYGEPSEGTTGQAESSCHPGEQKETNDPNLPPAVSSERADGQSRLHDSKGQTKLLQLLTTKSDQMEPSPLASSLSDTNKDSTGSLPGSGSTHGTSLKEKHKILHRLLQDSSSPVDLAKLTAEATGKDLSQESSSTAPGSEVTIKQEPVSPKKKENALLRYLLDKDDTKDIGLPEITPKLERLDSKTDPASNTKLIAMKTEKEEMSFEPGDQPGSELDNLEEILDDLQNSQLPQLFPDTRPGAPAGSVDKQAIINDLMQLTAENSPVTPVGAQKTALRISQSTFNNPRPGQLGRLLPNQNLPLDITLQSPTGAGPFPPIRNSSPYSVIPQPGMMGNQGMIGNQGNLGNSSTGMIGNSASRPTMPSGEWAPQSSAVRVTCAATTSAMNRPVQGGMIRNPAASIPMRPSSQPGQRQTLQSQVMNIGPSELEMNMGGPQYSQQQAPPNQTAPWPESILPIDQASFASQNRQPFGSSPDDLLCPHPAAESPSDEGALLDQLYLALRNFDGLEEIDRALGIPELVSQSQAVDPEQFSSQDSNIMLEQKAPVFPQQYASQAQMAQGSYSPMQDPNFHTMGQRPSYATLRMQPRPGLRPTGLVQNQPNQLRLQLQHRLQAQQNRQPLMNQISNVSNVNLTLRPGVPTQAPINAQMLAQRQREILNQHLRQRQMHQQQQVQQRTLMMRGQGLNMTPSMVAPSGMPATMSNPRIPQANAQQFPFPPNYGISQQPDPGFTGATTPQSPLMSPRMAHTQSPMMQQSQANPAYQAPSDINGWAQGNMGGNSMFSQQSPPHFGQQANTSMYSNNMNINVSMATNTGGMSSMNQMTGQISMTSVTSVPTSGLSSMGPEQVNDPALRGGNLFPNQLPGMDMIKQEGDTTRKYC
COUP-TFII inh: NR2F2 transcriptional activity inhibitors, primary screen, cell-based, luciferase reporter, HEK293T, luminescence | AID 686940, 2013 | HEK293T NGFI-A luciferase reporter | actives 0.7% (n = 370,000) | COUP transcription factor 2 (Homo sapiens), P24468 | inhibition, % at 8.6 µM;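 active means inhibition above a per-plate cutoff, mean inhibition of test wells between control levels plus 3 SD, cut at about 38% in these data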;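 further: cells cotransfected with COUP-TFII expression vector driving the NGFI-A reporter; 0% = median of COUP-TF2 test wells and 100% = reporter-only cells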
LRH-1 inv ag: LRH-1 (NR5A2) inverse agonists, primary screen, cell-based, luminescence, HEK293T, StAR-luciferase reporter; inhibition, % at 3.6 µM; Nuclear receptor subfamily 5 group A member 2 (Homo sapiens), O00482; AID 602396, 2012; actives 0.13% (n = 360,000); LRH-1 transfected, 24 h;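 active means inhibition above the mean inhibition of all tested compounds plus 3 SD, cut at about 73% in these data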;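 further: 0% = DMSO wells and 100% = reporter-only cells lacking LRH-1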
The depositor's hits bear a star; . = no result given.

canonical_smiles	ABHD5 PLIN5 PPI	TROY NFkB inh	NCOA3 inh	Granule exo inh	TWEAK-Fn14 inh	NCOA1 inh	NOD2-RIPK2 inh	TLR9-MyD88 inh	NCOA2 inhibitor	COUP-TFII inh	LRH-1 inv ag
O=C1NC(=S)N/C1=C/c1cc([N+](=O)[O-])ccc1N1CCOCC1	5.8	-12.4	-9.8	3.1	5.5	7.9	-15.7	.	-23.5	-16.6	3.6
O=C(COC(=O)/C=C/c1ccc(F)cc1)Nc1ccc(S(=O)(=O)N2CCOCC2)cc1	-17.6	11.5	20.1	-1.2	-6.3	6.7	12.1	14.9	8.6	17.6	-17.2
COC1=C(C)C(=O)C2=C(C1=O)C1C3CC4=C(C(=O)C(OC)=C(C)C4=O)C(CNC(=O)C(C)=O)N3C(C#N)C(C2)N1C (stereo unspecified)	-14.3	63.3*	84.9*	74.5*	99.8*	83.9*	-6.4	-10.1	62.7*	51.6*	96.0*
O=C(N/C(=C/c1ccc(F)cc1)C(=O)N1CCCC1)c1ccccc1	-2.6	15.4	3.8	-10.1	-3.0	-11.9	3.9	-2.0	-7.9	-14.9	18.7
COc1cccc(NC(=O)CN2C(=O)NC3(CCCC3)C2=O)c1	6.8	-47.9	4.8	-11.0	-14.8	-15.3	1.5	1.5	4.6	11.3	10.4
CC(=O)Nc1ccc(-c2ccnc3c2CC(C)(C(=O)Nc2cccc(C(F)(F)F)c2)O3)cc1 (stereo unspecified)	-9.3	12.6	-5.4	-1.3	-15.2	-6.1	2.5	.	4.1	10.1	2.9
CC(C)(C)C(=O)NNC(=O)CCCOc1ccc(Cl)cc1Cl	0.3	3.0	2.5	3.9	3.0	-2.4	0.2	-6.0	-4.1	-3.8	15.5
CC(=O)N1CCC(C(=O)Nc2cc(S(=O)(=O)N3CCCCC3)ccc2C)CC1	-2.5	-7.0	12.3	2.1	1.4	3.2	1.4	0.7	-4.5	-1.7	4.7
Cc1cc(C)nc(NS(=O)(=O)c2ccc(NC(=O)CN3C(=O)C4CC=CCC4C3=O)cc2)n1 (stereo unspecified)	0.5	-8.0	6.9	-3.0	-7.4	-2.7	2.3	-13.1	-0.5	6.7	1.4
COc1cc(NC(=O)c2cccs2)c(C(=O)OCC(=O)c2cc(C)n(-c3ccccc3)c2C)cc1OC	-0.8	-32.1	26.6	-6.1	14.7	10.6	-6.5	-1.9	56.8*	64.6*	1.7
Cc1cc(OCCCCNC(C)C)cc(C(C)C)c1	4.2	-2.5	12.7	-3.6	32.9	2.5	-6.6	-7.0	19.8	-2.1	6.0
Nc1nnnn1/N=C/c1ccccc1OCc1ccc(Cl)cc1Cl	6.7	-16.1	5.7	-3.2	0.9	-7.2	-19.4	7.2	11.3	7.7	7.8
CCc1c(C)sc(NC(=O)Cn2nc(C(F)(F)F)c3c2CCCC3)c1C#N	-6.8	16.3	3.0	1.9	-57.3	-1.2	-1.8	5.7	-16.2	2.2	4.9
O=C(NCCc1ccccc1)C1CCN(S(=O)(=O)c2ccc(-c3nn[nH]n3)cc2)CC1	2.1	4.6	5.2	-1.2	-29.9	-13.3	-10.8	-11.3	1.0	-4.7	3.2
CCOC(=O)N1CCC(NC(=O)CS(=O)(=O)Cc2nc(-c3cccc(OC)c3)oc2C)CC1	-2.2	0.3	0.5	-1.2	-1.2	-9.5	-1.2	2.4	19.1	-2.3	24.1
CCOC(=O)C1CCCN(C(=O)C2CCN(C(=O)Nc3ccccc3)CC2)C1 (stereo unspecified)	-14.9	-17.3	6.1	0.8	-11.7	20.1	-1.0	-4.5	-25.3	1.8	15.9
Cc1cc(C(=O)NNCc2ccccc2)no1	-4.2	-3.9	3.5	0.9	9.2	-12.6	-6.1	-10.1	1.5	7.4	-21.5
CC(=O)NCCn1c(SCC(=O)NCc2ccco2)nc2ccccc2c1=O	-2.5	-4.0	16.2	6.1	-13.1	20.7	-6.7	0.1	-4.8	-2.8	20.9
O=C(NC1CCSC1=O)C1CCCCC1 (stereo unspecified)	1.7	5.9	-0.1	-1.8	3.8	-6.4	1.4	-6.6	-44.6	3.5	3.8
O=S(=O)(c1ccc(Cl)c(NC(=S)Nc2ccccc2N2CCOCC2)c1)N1CCOCC1	-1.0	-6.4	25.6	-0.1	-2.2	-7.6	-3.8	6.5	-7.5	-21.0	4.2
COc1cccc(NC(=O)C2CCN(S(=O)(=O)c3ccc4c(c3)CC(C)N4C(C)=O)CC2)c1 (stereo unspecified)	-4.2	5.8	7.8	-4.6	2.0	12.5	-4.3	-13.7	1.6	16.7	6.8
COc1ccc(NC(=O)c2ccc(COc3ccccc3Br)o2)c(OC)c1	14.8	-29.4	26.5	21.0	-11.2	19.1	-5.2	.	3.1	13.2	-3.9
CCOc1cccc2cc(C(=O)N3CCN(C/C=C/c4ccccc4)CC3)c(=O)oc12	3.8	-4.0	-2.4	0.0	-1.1	-2.5	2.2	9.4	-26.0	-4.8	9.4
Nc1ccc(-c2n[nH]c(=O)c3ccccc23)cc1N	-0.6	6.9	-1.4	-4.3	-0.4	14.1	0.5	4.5	-7.9	4.7	2.3
COc1ccc(CC(=O)Nc2nnc(C(C)C)s2)cc1	-2.8	-3.4	-41.7	-1.9	-14.3	-51.6	-0.9	6.0	-13.3	-3.5	-33.7

Remaining list, next part
canonical_smiles	ABHD5 PLIN5 PPI	TROY NFkB inh	NCOA3 inh	Granule exo inh	TWEAK-Fn14 inh	NCOA1 inh	NOD2-RIPK2 inh	TLR9-MyD88 inh	NCOA2 inhibitor	COUP-TFII inh	LRH-1 inv ag
CC(NC(=O)/C(=C/c1cccc([N+](=O)[O-])c1)NC(=O)c1ccco1)C(=O)O (stereo unspecified)	-6.3	4.2	10.3	-8.7	4.9	4.4	9.8	3.1	10.7	-2.3	1.8
CN(C)c1ccc(/C=N/NC(=O)CNC(=O)/C=C/c2ccco2)cc1	-4.6	5.6	-16.1	10.7	8.2	-18.5	-0.2	6.0	-31.5	-1.6	-13.8
COC(=O)c1ccc(C2/C(=C(/O)c3ccc(OC)cc3)C(=O)C(=O)N2Cc2ccco2)cc1 (stereo unspecified)	5.2	-20.6	-5.6	-2.0	3.3	-17.3	3.1	2.6	-20.5	-5.1	-21.3
CCCSc1nc(N)nc2c1ncn2C1OC(CO)C(O)C1O (stereo unspecified)	6.3	-2.9	-0.9	-5.4	-32.0	11.3	-3.1	1.6	9.8	-3.1	9.8
Cc1ccc(CN2C(=O)c3ccccc3Sc3ccc(C(=O)NCCN4CCOCC4)cc32)cc1	5.0	4.7	21.5	1.3	-0.7	5.9	15.6	8.6	-15.1	1.1	4.0
CCCCC(=O)Nc1ccc2c(c1)nc(CCN1CCN(c3ccccn3)CC1)n2C	1.9	13.5	-0.9	-0.2	-1.4	-5.4	1.2	-6.8	-7.4	-6.0	0.2
Cc1ccc(S(=O)(=O)Cn2nnnc2CN2CCOCC2)cc1	-2.1	7.1	-24.4	-10.1	6.3	1.9	3.7	-1.7	3.5	4.5	-2.7
CCOC(=O)c1cnn(-c2cc(Oc3ccccc3)ncn2)c1N	2.6	-43.9	-0.2	-0.5	3.8	-2.8	3.6	-10.4	12.3	-13.2	3.1
CCOc1ccc(CCNC(=O)COC(=O)c2ccc(C)c(S(=O)(=O)N3CCOCC3)c2)cc1OCC	0.9	-14.6	0.9	-2.7	-9.9	-15.5	-0.6	-1.7	12.0	-10.6	-2.9
Cc1cccc(NC(=O)C2C(C(=O)O)C3C=CC2C32CC2)c1C (stereo unspecified)	-1.6	4.8	5.0	0.7	7.7	12.3	-2.1	-5.9	4.8	7.8	36.9
O=C(CSc1nnnn1C1CCCC1)Nc1cccc(NC(=O)c2ccco2)c1	7.4	-16.4	-18.4	-3.1	-10.5	5.7	-12.8	3.9	-14.8	8.6	5.1
Cc1cccc(C)c1-n1nnnc1C1(C)CCC(=O)N1CCCn1ccnc1 (stereo unspecified)	-1.2	-14.2	.	1.6	-9.1	.	-0.9	.	-12.2	8.0	19.2
O=C(NC1CCCCC1)C(c1ccco1)N(C(=O)c1csnn1)c1cccc(Cl)c1 (stereo unspecified)	-9.5	-24.2	0.6	-9.3	26.2	-12.7	3.2	-17.0	-19.9	-0.4	-32.4
CCCn1c(C(CO)Nc2nc(-c3cccc(Br)c3)cs2)nc2ccccc21 (stereo unspecified)	-4.3	9.4	2.6	-5.9	21.3	-22.1	-1.3	-6.3	-16.8	24.3	12.7
O=C(Cn1c(NCCCO)nc2ccccc21)c1ccc(Br)cc1	2.6	-15.5	-0.4	-4.5	-4.2	4.5	-7.0	1.2	-6.0	13.0	21.2

Structures listed above shown as hits in LRH-1 inv ag.
SMILES | ABHD5 PLIN5 PPI | NCOA3 inh | Granule exo inh | TWEAK-Fn14 inh | NCOA1 inh | NOD2-RIPK2 inh | TLR9-MyD88 inh | NCOA2 inhibitor | COUP-TFII inh | LRH-1 inv ag
COC1=C(C)C(=O)C2=C(C1=O)C1C3CC4=C(C(=O)C(OC)=C(C)C4=O)C(CNC(=O)C(C)=O)N3C(C#N)C(C2)N1C (stereo unspecified) | -14.3 | 84.9* | 74.5* | 99.8* | 83.9* | -6.4 | -10.1 | 62.7* | 51.6* | 96.0*

Only part of the results is shown; the hit share may differ from the screen's.
